MrgX1 PAM – human MrgX1 positive allosteric modulation, primary screen. MrgX1-HEK293, Fluo-4 calcium flux, FDSS; active compounds read high. B-score at 10 µM. Q96LB2. 0.63% of 310,000 active;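 active = plate-corrected calcium response at least 3 library SD above typical, normal starting fluorescence, not activating the receptor alone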;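 also: compound read alongside a low EC10 to EC30 dose of BAM8-22 agonist; peak minus trough fluorescence over baseline measured at the second addition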
Target sequence (Q96LB2 whole entry, looked up): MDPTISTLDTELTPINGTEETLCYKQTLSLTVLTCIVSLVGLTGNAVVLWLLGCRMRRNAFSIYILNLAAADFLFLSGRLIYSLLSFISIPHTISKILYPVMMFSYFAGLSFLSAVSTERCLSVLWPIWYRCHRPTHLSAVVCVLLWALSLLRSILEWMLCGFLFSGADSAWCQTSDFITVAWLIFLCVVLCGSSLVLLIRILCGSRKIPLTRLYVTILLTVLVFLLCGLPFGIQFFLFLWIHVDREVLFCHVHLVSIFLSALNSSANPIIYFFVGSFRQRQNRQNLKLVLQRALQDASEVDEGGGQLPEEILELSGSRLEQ
HIF activator – HIF pathway transcriptional activation | U2OS HRE-luciferase reporter, luminescence; normalized: DMSO 0%, desferrioxamine 100% | 0.32% of 300,000 active | activation, % at 7.5 µM (by protocol) | AID 1910;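 active = mean activation of at least 10% of the iron chelator positive control signal, with at least half of replicates also reaching 10%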
TRPC6 act – mouse TRPC6 channel activation; HEK293-TRPC6 membrane potential dye fluorescence; active compounds read high; Q61143; B-score at 10 µM; AID 2550; 0.13% of 310,000 active;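 active = B-score of the integrated fluorescence ratio above library mean plus 3 SD, and starting fluorescence ratio within library mean plus 5 SD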;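 also: higher score means more depolarization so channel activation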
TRPC4 potent – allosterically enhances the mouse TRPC4 cation channel; Q9QUQ5; 0.42% of 310,000 active; AID 2227; HEK293 TRPC4beta/mu-opioid, DAMGO EC20, Fluo-4 Ca2+ flux; active compounds read high; B-score at 10 µM;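 active = B-score of calcium response area above 5 SD of library B-scores, with initial fluorescence ratio within 5 SD of library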;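 also: B-score of integrated fluorescence ratio over time as area under calcium response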
TRPC6 inh – blocks the mouse TRPC6 cation channel; Q61143; HEK293-TRPC6, membrane potential dye, ACh-evoked depolarization; active compounds read low; B-score at 10 µM; 1.1% of 310,000 active; AID 2553;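 active = B-score under library mean minus 3 SD, initial fluorescence not abnormally high, positive integrated signal ratio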;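 also: B-score derived from integrated fluorescence ratio over the kinetic read; more negative B-score means stronger inhibition of depolarization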
MrgX1 agonist – human MrgX1 receptor agonism, primary screen; MrgX1-HEK293 cells, Fluo-4 calcium fluorescence, agonist mode; active compounds read high; B-score at 10 µM; 0.44% of 310,000 active; AID 588627;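 active = calcium response B-score plate-corrected fluorescence ratio at least 3 library SD, with starting fluorescence B-score inside 5 SD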
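Test system: Stable human MrgX1 HEK293 cell line | Schedule: Overnight plating before 1 h dye loading | Read-out basis: Baseline-normalised fluorescence change ratio, B-scored | Detection: Kinetic calcium dye fluorescence, Fluo-4 NW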
AI-2 QS modul – Vibrio harveyi AI-2 quorum sensing modulation | Vibrio harveyi JMH597 AI-2 luminescence/OD600 ratio, 9 h; active compounds read low; strain lacks LuxN and CqsS sensors; 0 = neutral-control median | activity change, % at 7.5 µM | 0.4% of 300,000 active | AID 2094; in the data active = activity change below about -75%, passing the limit was not always enough;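 also: luminescence divided by OD600 gain over 9 h not by final OD600 alone; inactives centre near 13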
TRPC4 inh – TRPC4 (mouse) channel inhibition; Q9QUQ5; HEK293 TRPC4beta/mu-opioid, DAMGO-evoked Fluo4 calcium flux; active compounds read low; B-score at 10 µM; 0.39% of 300,000 active; AID 2247;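 active = B-score over 3 SD under the library average, no early fluorescence shift, positive overall ratio signal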
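Test system – stable TRPC4beta/mu-opioid receptor HEK293 cells · Probe or stimulus – DAMGO, a submaximal dose followed by a maximal one · Dosing – one concentration per compound · Signal – Fluo4 calcium fluorescence by kinetic imaging, 5 s 1 Hz baseline · Evaluation – per-well B score of integrated baseline-normalized Fluo4 ratio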
PolyA inh – blocks polyadenylation in yeast reporter cells. 0.02% of 300,000 active. S. cerevisiae SKY197-pL101 polyadenylation reporter, beta-gal luminescence; efflux-impaired pdr1/pdr3 knockout yeast; score 100 = 6 SD above DMSO. calls only at 12 µM;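 active = lowest replicate activity score at least 50, where 100 means six control SD above control mean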;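 also: yeast exposed to compound for 9 h at 30 °C; higher score means more reporter readthrough which indicates perturbed polyadenylation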
TRPC4 act – activators of mouse TRPC4 channel; Q9QUQ5; HEK293 TRPC4beta/mu-opioid, Fluo4 calcium fluorescence; active compounds read high; B-score at 10 µM; 0.49% of 310,000 active;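 active = B-score above 5 SD of library B-scores, and initial fluorescence ratio not above library mean plus 5 SD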;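 also: positive B-score marks a calcium rise read as TRPC4 activation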
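system = HEK293 cells stably co-expressing mouse TRPC4beta and mu-opioid receptor | schedule = Fluo4 dye loading 45 min at room temperature, 110 s recording | measure = B-scored integrated calcium fluorescence ratio | signal = Fluo4 calcium-sensitive dye fluorescence, kinetic, 1 Hz baseline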
MrgX1 antag – human MrgX1 receptor antagonism, primary screen; Q96LB2; MRGX1-HEK293 calcium flux, Fluo-4, BAM8-22 antagonism; active compounds read low; B-score at 10 µM; 1.3% of 310,000 active; AID 588676;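 active = calcium-response B-score plate-corrected more than 3 library SD below zero, starting fluorescence within 5 deviations, no agonist response on first addition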;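 also: peak minus trough fluorescence over baseline after final BAM8-22 challenge near maximal dose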
Numbers without * were called inactive; i = inactive; x = not tested or not shown. Only part of the results is shown; count on the stated rates, not on these rows.

Value order – MrgX1 PAM	HIF activator	TRPC6 act	TRPC4 potent	TRPC6 inh	MrgX1 agonist	AI-2 QS modul	TRPC4 inh	PolyA inh	TRPC4 act	MrgX1 antag
CCOc1ccccc1NC(=O)c1sc2ncn(CC(=O)N3CCOCC3)c(=O)c2c1C
  i	0.0	i	i	i	i	50	i	i	i	i
CN(C)c1ccc(-c2cccc(C3CC=CC4C3C(=O)N(Cc3ccccc3)C4c3ccc4ccccc4c3)c2)cc1 (configuration not stated)
  i	-3.5	i	i	i	i	15	i	i	i	i
COc1ccc(C(=O)NCc2nnc(SCC(=O)Nc3nnc(C)s3)o2)cc1
  i	0.0	i	i	i	i	44	i	i	i	i
CCOC(=O)C1CCCN(S(=O)(=O)c2nc3nc(C)cc(C)n3n2)C1 (configuration not stated)
  i	x	i	i	i	i	41	i	x	i	-5.8*
COCCOC(=O)C1=C(N)Oc2c(oc(CO)cc2=O)C1c1ccccc1F (configuration not stated)
  i	0.2	i	i	i	i	18	i	i	i	i
COC(=O)c1cccc(NC(=O)CC2C(=O)NCCN2C(=O)Nc2ccccc2)c1 (configuration not stated)
  i	-0.3	i	i	i	i	3	i	i	i	i
CC(C)(C)c1ccc(C(=O)NCC(=O)OCN2C(=O)c3ccccc3C2=O)cc1
  i	0.6	i	i	i	i	20	i	x	i	i
CC(=O)Nc1ccc(NC(=O)C(C)OC(=O)CC2CCCCC2)cc1 (configuration not stated)
  i	-0.3	i	i	i	i	38	i	i	i	i
Cn1nc(CC(=O)Nc2ccc(N3CCN(C(=O)OC(C)(C)C)CC3)cc2)c2ccccc2c1=O
  i	2.2	i	i	i	i	115	i	i	i	i
COc1cc(NC(=O)Nc2cc(C)on2)cc(OC)c1OC
  i	-0.3	i	i	i	i	14	i	i	i	i
CC1(C)N=C(N)N=C(N)N1c1ccc(Oc2ccc(Cl)cc2)c(Cl)c1
  i	-0.8	i	i	i	i	20	i	i	i	i
CCCN(CC(=O)Nc1ccccc1OC)C(=O)CCCN1C(=O)c2ccccc2C1=O
  i	0.0	i	i	i	i	23	i	i	i	i
Cc1nn(C(C)C(=O)O)c(=O)c2c1sc1ccccc12 (configuration not stated)
  i	-0.1	i	i	i	i	-3	i	i	i	i
CCCCOc1ccc(C(=O)Nc2ccc(N3CCN(C)CC3)cc2)cc1
  i	1.6	i	i	i	i	18	i	i	i	i
COc1ccc(NS(=O)(=O)c2ccc3c(c2)N(C(C)=O)CCO3)cc1
  i	0.2	i	i	i	i	0	i	i	i	i

Complete entries from above:
`CC(C)(C)c1ccc(C(=O)NCC(=O)OCN2C(=O)c3ccccc3C2=O)cc1` across the screens: MrgX1 PAM = i; HIF activator = 0.6; TRPC6 act = i; TRPC4 potent = i; TRPC6 inh = i; MrgX1 agonist = i; AI-2 QS modul = 20; TRPC4 inh = i; PolyA inh = x; TRPC4 act = i; MrgX1 antag = i
`COC(=O)c1cccc(NC(=O)CC2C(=O)NCCN2C(=O)Nc2ccccc2)c1` (configuration not stated) across the screens: MrgX1 PAM = i; HIF activator = -0.3; TRPC6 act = i; TRPC4 potent = i; TRPC6 inh = i; MrgX1 agonist = i; AI-2 QS modul = 3; TRPC4 inh = i; PolyA inh = i; TRPC4 act = i; MrgX1 antag = i

Additional results follow:
Value order – MrgX1 PAM	HIF activator	TRPC6 act	TRPC4 potent	TRPC6 inh	MrgX1 agonist	AI-2 QS modul	TRPC4 inh	PolyA inh	TRPC4 act	MrgX1 antag
COc1ccc(/C=N/NC(=O)c2ccc(C)nc2)cc1O
  i	0.2	i	i	i	i	17	i	i	i	i
C=CCc1cccc(/C=N/NC(=O)CNc2ccccc2OC)c1O
  i	1.1	i	i	i	i	10	i	i	i	i
Cc1cc(N)n(-c2ccc3ccccc3c2)n1
  i	1.9	i	i	i	i	-6	i	i	i	i
Cc1ccc(-n2c(=O)c3sccc3n(CC(=O)NCc3ccco3)c2=O)cc1F
  i	-0.2	i	i	i	i	16	i	i	i	i
CCn1c(SCc2nc(-c3ccccc3)no2)nnc1-c1cccs1
  i	0.1	i	i	i	i	-20	i	i	i	i
Cc1nn(-c2nnc(NCc3ccccc3)nn2)c(C)c1Br
  i	0.3	i	17*	i	i	12	i	i	i	i
COc1ccc(NC(=O)c2ccc(NC(=O)C3CC3)cc2)cc1
  i	0.6	i	i	i	i	10	i	i	i	i
CCOCC(=O)Nc1cccc(SC)c1
  i	0.0	i	i	i	i	-7	i	i	i	i
Cc1nnc2c(NC3CCCCC3)nc3ccccc3n12
  i	-0.1	i	i	i	i	13	i	i	i	i
Cc1[nH]c2ccc(C(=O)N3CCN(Cc4ccccc4)CC3)cc2c1C
  i	0.2	i	i	i	i	20	i	i	i	i
CC(C(=O)c1ccc(-c2ccccc2)cc1)[n+]1cccc(C(N)=O)c1 (configuration not stated)
  i	-0.6	i	i	i	i	-8	i	i	i	i
Cc1nnc(SCC(=O)N2CCN(S(=O)(=O)c3ccccc3)CC2)[nH]c1=O
  i	0.1	i	i	i	i	23	i	i	i	i
COc1ccc(C(=O)OC(COc2ccccc2)Cn2ccnc2)cc1 (configuration not stated)
  i	-0.1	i	i	i	i	34	i	i	i	i
Cc1cc(C)c2ccc(=O)n(CC(=O)N/N=C/c3ccccc3Cl)c2n1
  i	-0.5	i	i	i	i	x	i	i	i	i
CC1=C(C(=O)OC(C)C)C(c2ccc(F)cc2)NC(=O)N1 (configuration not stated)
  i	-0.4	i	i	i	i	14	i	i	i	i
CC(C)(C)C(=O)Nc1ccc(C(=O)N/N=C/c2ccccc2OC(=O)c2ccccc2)cc1
  i	-0.4	i	i	i	i	5	i	i	i	i
CSc1ncccc1C(=O)NCC(c1cccs1)N1CCOCC1 (configuration not stated)
  i	0.6	i	i	i	i	10	i	i	i	i
CC(=O)Nc1ccc(S(=O)(=O)Nc2c(C)nn(-c3ccccc3)c2C)cc1
  i	-0.2	i	i	i	i	40	i	i	i	i
Cc1ccc(S(=O)(=O)N2CCC(C(=O)N[C@@H](C)C(=O)NCc3ccco3)CC2)cc1
  i	-0.2	i	i	i	i	18	i	i	i	i
CC(=O)CN1C(=O)NC(c2ccccc2)(c2ccccc2)C1=O
  i	-4.1	i	i	i	i	14	i	i	i	i
CCn1c(=O)cc(OCC(=O)NCCCN2CCCC2=O)c2ccccc21
  i	-0.4	i	i	i	i	23	i	i	i	i
CC(=O)NNC(=S)NC(=O)C(c1ccccc1)c1ccccc1
  i	-1.0	i	i	i	35*	-57	i	i	i	i
CN1CCN(c2ccc(C(F)(F)F)cc2NC(=O)c2ccco2)CC1
  i	-0.2	i	i	i	i	17	i	i	i	i
CC(=O)c1cccc(NC(=O)C(Sc2ncnc3ccccc23)c2ccccc2)c1 (configuration not stated)
  i	1.5	i	i	i	i	-2	i	i	i	i
Cc1nc(N2CCC(C)CC2)c2c(C)c(C(=O)Nc3ccccc3C(F)(F)F)sc2n1
  i	-0.2	i	i	i	i	5	i	i	i	i
CCOc1ccc(N2C(=O)c3cccnc3C2Nc2ccc(F)cc2)cc1 (configuration not stated)
  i	0.2	i	i	i	i	-8	i	i	i	i
Clc1nc(Cl)nc(NCCC2=CCCCC2)n1
  i	-0.6	i	i	i	i	24	i	i	i	i
CCN1CCn2c3c(c4cc(Cl)ccc42)CCCC31 (configuration not stated)
  i	-0.2	i	i	i	i	24	i	i	i	i
CCC(OC(=O)C1=Cc2ccccc2OC1)C(=O)NC1CCCC1 (configuration not stated)
  i	-0.4	i	i	i	i	5	i	i	i	i
CCOc1ccc(NC(=O)CN(C)C(=O)c2ccc(COc3ccccc3)o2)cc1OCC
  i	1.5	i	i	i	i	14	i	i	i	i
O=C1CCCc2oc3c(c21)CCCC3
  i	0.3	i	i	i	i	20	i	i	i	i
COc1cccc(NC(=O)N2CCCCCC2)c1
  i	2.7	i	i	i	i	6	i	i	i	i
Clc1cccc(COn2c(-c3ccc(Cl)cc3Cl)nc3ncccc32)c1
  i	0.2	i	i	i	i	9	-6*	i	i	i
CC(C)(C)c1ccc(S(=O)(=O)CC(O)CSc2nc3c(cc2C#N)CCCC3)cc1 (configuration not stated)
  i	1.0	i	i	i	i	21	i	i	i	i
CC(C)c1ccc(/C=C/C(=O)NC2CCCCC2)cc1
  i	0.3	i	i	i	i	22	i	x	i	i
Cn1nc(-c2ccccc2F)c2cc(C(=O)N3CCN(C(=O)c4ccco4)CC3)sc21
  i	0.0	i	i	i	i	16	i	i	i	i
CCc1cc(C(=O)NNC(=S)NC(C)c2ccccc2)cs1 (configuration not stated)
  i	0.3	i	i	i	i	15	i	i	i	i
COCCCN=Cc1c(-c2ccccc2)[nH]n(-c2nc3ccccc3s2)c1=O
  i	-0.1	i	i	i	i	18	i	i	i	i
CCOC1(c2ccccc2)CC1C(=O)N/N=C/c1cccc([N+](=O)[O-])c1 (configuration not stated)
  i	-0.1	i	i	i	i	14	i	i	i	i
CC(=O)c1ccc(NC(=O)c2cccc(S(=O)(=O)N3CCN(C)CC3)c2)cc1
  i	0.8	i	i	i	i	18	i	i	i	i
CC(C)C[C@H](NC(=O)[C@@H]1Cc2c([nH]c3ccccc23)C2c3ccccc3C(=O)N21)C(=O)NCC1CCCO1 (some centres not stated)
  i	-0.3	i	i	i	i	13	i	i	i	i
COCCNC(=O)CSc1nnc(-c2ccc(C)cc2)c(-c2ccc(C)cc2)n1
  i	0.1	i	i	i	i	6	i	i	i	i
O=S(=O)(NCCC1=CCCCC1)c1cccc2nsnc12
  x	-0.5	i	i	i	x	22	i	i	i	x
CNC(=S)N/N=C/c1ccc(-c2cc([N+](=O)[O-])ccc2Cl)o1
  i	0.4	i	i	i	i	33	i	i	i	i
Cc1ccc2[nH]c3c(=O)n(CC(=O)N4CC(C)CC(C)C4)ncc3c2c1 (configuration not stated)
  i	-1.1	i	i	i	i	22	i	i	i	i
Cn1cc(C(=O)N2CCCC(Nc3ccc(F)cc3)C2)c2ccccc21 (configuration not stated)
  i	-0.2	i	i	i	i	20	i	i	i	i
CCNc1nc(NCC)n2c(SCC(=O)Nc3ccc(CC)cc3)nnc2n1
  i	-0.1	i	i	i	i	22	i	i	i	i
O=C(NCCc1ccccc1)C1CCN(S(=O)(=O)N2CCOCC2)CC1
  i	0.5	i	i	i	i	41	i	i	i	i
CN(CC(=O)NCc1cccs1)S(=O)(=O)c1cccc2cccnc12
  i	x	i	i	i	i	18	i	i	i	i

Compound activity deposited in PubChem BioAssay by several laboratories.
